Screening data as filed in PubChem BioAssay.
OXTR agonist = activates the human oxytocin receptor; P30559; CHO-OTR cells, Fluo-8 calcium fluorescence; normalized: DMSO 0%, oxytocin 100%; activation, % at 3 µM; actives 0.32% (n = 320,000); AID 2435;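 active means activation above the mean of all tested compounds plus 3 SD, cutoff set per screening run, cut at about 20% in these data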;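 further: peak over basal fluorescence ratio from a 100 s FLIPR kinetic read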
Target sequence (P30559 whole entry, looked up): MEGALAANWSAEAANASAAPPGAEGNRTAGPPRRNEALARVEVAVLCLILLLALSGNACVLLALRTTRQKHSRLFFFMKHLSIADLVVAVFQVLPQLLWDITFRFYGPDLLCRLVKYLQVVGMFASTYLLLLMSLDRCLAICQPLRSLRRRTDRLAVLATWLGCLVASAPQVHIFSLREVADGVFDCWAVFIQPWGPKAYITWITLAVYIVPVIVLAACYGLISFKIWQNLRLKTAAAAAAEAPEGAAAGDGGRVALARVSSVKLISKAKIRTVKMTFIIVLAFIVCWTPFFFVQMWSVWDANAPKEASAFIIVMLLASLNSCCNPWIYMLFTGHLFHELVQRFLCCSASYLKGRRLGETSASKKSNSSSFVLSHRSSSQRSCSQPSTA
V1aR counter = activates human V1a receptor in oxytocin agonist counter-screen; P37288; CHO-V1R cells, Fluo-8 calcium fluorescence, agonist mode; 0% DMSO, 100% 3 nM vasopressin; activation, % at 3 µM; actives 0.25% (n = 320,000);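 active means activation above the mean activation of all tested compounds plus 3 SD, per screening run, cut at about 20% in these data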;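 further: signal is peak over basal fluorescence ratio across a 100 second FLIPR read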
GalR3 antag = human GalR3 antagonism; O60755; HEK293 GalR3-CNG cAMP membrane potential fluorescence; galR3 body fused to GalR1 C-terminus; inhibition, % at 3 µM; actives 0.44% (n = 360,000); AID 651719;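 active means inhibition above the screen-wide average plus 3 SD, cut at about 13% in these data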;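 further: forskolin and galanin both at EC90 stimulate the cells; cAMP rise reported by CNG channel membrane potential dye signal; 0% = forskolin plus galanin with DMSO and 100% = forskolin alone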
Target sequence (O60755 1-299 limits assumed): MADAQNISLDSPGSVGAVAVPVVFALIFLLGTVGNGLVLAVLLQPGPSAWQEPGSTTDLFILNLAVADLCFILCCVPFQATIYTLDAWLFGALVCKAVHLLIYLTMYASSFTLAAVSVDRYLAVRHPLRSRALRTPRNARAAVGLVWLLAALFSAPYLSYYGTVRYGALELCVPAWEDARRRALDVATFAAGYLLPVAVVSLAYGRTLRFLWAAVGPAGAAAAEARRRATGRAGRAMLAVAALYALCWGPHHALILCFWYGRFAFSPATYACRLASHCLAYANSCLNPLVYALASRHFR
MEKK2mut PB1 HTS = signal of MEK5 binding to mutant human MEKK2 PB1 domain; AID 1530; actives 0.35% (n = 290,000); percent response, % at 10 µM; bead flow cytometry, Alexa488-MEK5 binding to MEKK2 mutant; in the data active means percent response above about 24%, passing the limit was not always enough; further: inactives centre near 1; some results filed as inactive read as strong as hits; reference of the scale not given here
MEKK3 PB1 HTS = MEKK3-MEK5 PB1 interaction, increase or decrease; Q99759; bead-based flow cytometry, Alexa488-MEK5 binding to MEKK3; actives lie on both sides; 0 = blocked by unlabeled MEK5, 100 = vehicle; binding response (% of control), % at 10 µM; actives 1.4% (n = 290,000);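 active means binding response more than 3 SD above or below the average of its plate-row segment, actives on both sides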;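 further: Alexa488 bead fluorescence after subtracting the streptavidin-only scavenger bead signal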
MEKK2 WT-MEK5 = raises or lowers MEK5 binding to wildtype human MEKK2 PB1 domain; Q9Y2U5; bead flow cytometry, Alexa488-MEK5 binding to MEKK2 WT; actives lie on both sides; binding response (% of control), % at 10 µM; actives 1.1% (n = 290,000); AID 1531; in the data active means binding response below about 67% or above about 130%
GPR7 antag = antagonists of human GPR7 (neuropeptides B/W receptor 1). P48145. GPR7-expressing cells, fluorescence antagonist assay. inhibition, % at 4.4 µM. actives 1.1% (n = 290,000). AID 1861; in the data active means inhibition above about 16%, passing the limit was not always enough;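 further: cells stimulated with the agonist NPW; 0% = agonist with vehicle and 100% = vehicle without agonist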
Target sequence (P48145 whole entry, looked up): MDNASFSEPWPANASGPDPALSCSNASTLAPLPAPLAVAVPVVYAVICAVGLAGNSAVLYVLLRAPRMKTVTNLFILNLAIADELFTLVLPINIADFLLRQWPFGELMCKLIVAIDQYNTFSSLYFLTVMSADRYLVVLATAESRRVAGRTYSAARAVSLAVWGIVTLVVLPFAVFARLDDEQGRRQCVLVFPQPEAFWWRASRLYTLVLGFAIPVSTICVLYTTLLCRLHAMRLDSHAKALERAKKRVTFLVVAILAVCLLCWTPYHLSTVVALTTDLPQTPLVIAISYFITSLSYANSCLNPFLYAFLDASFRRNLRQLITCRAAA
NALP1 yeast inh = blocks the NALP1 inflammasome reconstituted in yeast; S. cerevisiae NALP1/ASC/caspase-1 growth, X-gal OD620, 72 h; inhibition, % at 10 µM; actives 0.61% (n = 280,000); in the data active means inhibition mostly above about 24%, no sharp cut-off; inactive means mostly below about 32%; further: some compounds called inactive have numbers as strong as hits
PHOSPHO1 inh = inhibitors of human PHOSPHO1 phosphatase. inhibition, % at 13.3 µM. Q8TCT1. recombinant PHOSPHO1, absorbance phosphatase assay. actives 1.1% (n = 290,000); in the data active means inhibition above about 60%
* = called active by the depositor; x = no result given.

SMILES | OXTR agonist | V1aR counter | GalR3 antag | MEKK2mut PB1 HTS | MEKK3 PB1 HTS | MEKK2 WT-MEK5 | GPR7 antag | NALP1 yeast inh | PHOSPHO1 inh
CCSc1nnc(NC(=O)c2ccccc2)s1 | -1.4 | 0.3 | -4 | -6 | 96 | 95 | -10 | 46 | 2
O=c1[nH]c2ccc(S(=O)(=O)N3CCCCC3)cc2o1 | -0.2 | 0.3 | -2 | -11 | 80 | 107 | 9 | 6 | -4
Cc1cccc(NC2=C(NC(=O)c3ccccc3)C(=O)c3ccccc3C2=O)c1 | -2.0 | -0.4 | 9 | -1 | 100 | 105 | 6 | 49 | -4
O=C(c1cccc(Cl)c1)N1CCN(Cc2ccncc2)CC1 | x | x | -5 | 13 | 109 | 110 | 1 | 16 | -17
Cn1cc([N+](=O)[O-])cc1-c1nc2ccccc2n1C | -2.2 | 0.1 | -10 | 5 | 99 | 109 | -6 | 5 | 36
Cc1sc(NC(=O)C(C)C)c(C(=O)Nc2ccccc2)c1C | -1.9 | -1.1 | -3 | -1 | 100 | 101 | -4 | -3 | 20
COC(=O)c1ccc(NC(=O)CSC2=NC(=O)C(c3ccccc3)C(=O)N2)cc1 (configuration not stated) | 0.2 | 2.8 | 4 | -3 | 98 | 97 | -14 | 18 | -2
O=C(CSc1ccc(C(F)(F)F)cc1[N+](=O)[O-])Nc1ccc2ccccc2c1 | -0.6 | -0.3 | -4 | 0 | 194* | 106 | -2 | 23 | 5
CC12CCC(C(=O)NC3CCCCC3)([C@H](Br)C1=O)C2(C)C (some centres not stated) | -1.6 | 3.3 | -7 | 8 | 103 | 113 | -11 | -2 | 16
Cc1cccc(N(Cc2ccccc2)C(=O)c2ccc(S(C)(=O)=O)cc2)c1 | -0.8 | 0.4 | -3 | 11 | 104 | 106 | 5 | 3 | 3
C=CCN(CC=C)CCOc1ccccc1F | -1.1 | -0.3 | 6 | 3 | 103 | 109 | -6 | 3 | -2
CCc1nn(CC(=O)N(C)C2CCCCC2)c(=O)c2cc3cc(C)ccc3n12 | -1.0 | -0.4 | -7 | -1 | 97 | 98 | 4 | 5 | 42
O=C(O)c1cccc(Nc2ncnc3ccccc23)c1 | 0.4 | 0.6 | -2 | -3 | 98 | 99 | -4 | 7 | 6
N#CCn1c(C2CCCCC2)nc2ccccc2c1=O | -1.9 | -0.9 | -3 | -3 | 94 | 92 | 4 | 6 | 1
CCOC(=O)C1(Cc2cccc(Cl)c2)CCCN(C(=O)c2cc(C)on2)C1 (configuration not stated) | x | x | -5 | 4 | 105 | 100 | 5 | -8 | 18
CCOc1ccc(-c2csc(NC(=O)CSC3=NC(=O)CN3C(C)=O)n2)c2ccccc12 | -0.6 | -1.4 | -3 | 6 | 99 | 99 | -10 | 10 | 6
O=C(CN1CCN(Cc2ccc(F)cc2)CC1)Nc1ccccc1F | 0.0 | 0.1 | -12 | -1 | 96 | 96 | 0 | 12 | 28
Cc1cc[n+](CC(=O)Nc2ccccc2)cc1 | 0.2 | 1.4 | -11 | -1 | 96 | 96 | -5 | 26 | 30
Cc1ccc(C)n1-c1nccc(-c2cccs2)n1 | -2.2 | -1.9 | -4 | x | x | x | 8 | -9 | 28
Cc1ccc(N(CC(=O)NCc2ccccc2)C(=O)CCC(=O)Nc2ccccn2)cc1 | 1.2 | 0.0 | -3 | -6 | 99 | 98 | 10 | 21 | 37
O=C(CNS(=O)(=O)c1ccccc1)OCc1cccc([N+](=O)[O-])c1 | -0.8 | 1.2 | 5 | -1 | 95 | 95 | 10 | 20 | 5
COc1ccccc1C(=O)N1CCN=C1SCc1cccnc1 | 1.0 | 1.9 | -1 | 2 | 100 | 105 | -10 | 9 | -14
CC1CC(O)(Cc2ccccc2)C(C)CN1C (configuration not stated) | 1.4 | 0.7 | -2 | 5 | 103 | 106 | 0 | -5 | 12
CC(=O)c1ccc(OCc2cc(C(=O)N(C)Cc3ccon3)no2)cc1 | x | x | -1 | -4 | 98 | 99 | 3 | 15 | 47
COc1ccc(Cn2c(=O)[nH]c3cc(C(=O)NC4CCN(Cc5ccccc5)CC4)ccc32)cc1 | -0.4 | 0.9 | 5 | 0 | 102 | 118 | 6 | 2 | 24
COc1ccc(N2CC(C(=O)N/N=C/c3ccc([N+](=O)[O-])cc3)CC2=O)cc1 (configuration not stated) | -1.0 | 0.4 | -5 | 1 | 100 | 100 | -14 | 8 | -27
Cc1cccc[n+]1CC(=O)N1c2ccccc2Sc2ccccc21 | 0.9 | 0.6 | -3 | -8 | 96 | 95 | -5 | 1 | 12
COc1ccc(C(=O)CSc2nnnn2C)c(OC)c1 | -0.4 | 0.2 | -7 | -4 | 101 | 97 | 7 | -11 | 15
CCCCC(=O)NC(Nc1ccc(C)cn1)(C(=O)OCC)C(F)(F)F (configuration not stated) | -2.0 | -1.2 | 3 | 2 | 99 | 105 | -17 | 6 | 12
COc1ccccc1CNCC(c1ccccc1)c1ccccc1 | 2.9 | 1.1 | -15 | 0 | 98 | 107 | 42* | 6 | 13
Oc1cccc2cnccc12 | 1.6 | 1.0 | -4 | -15 | 95 | 90 | -8 | x | 20
COc1ccccc1Nc1ccc([N+](=O)[O-])cn1 | -2.7 | -0.8 | -4 | -5 | 99 | 97 | 9 | 8 | 20
CC1=NNC(=O)C1CCC(=O)N/N=C\c1cccc(Cl)c1 (configuration not stated) | 0.6 | 0.1 | -6 | -8 | 107 | 90 | -7 | 3 | 13
COc1ccc(Nc2nc(NCCO)nc(OC)n2)cc1 | -1.4 | -0.7 | 0 | -1 | 88 | 95 | -10 | -2 | 16
OCCC1CN(Cc2nc3ccccc3s2)CCN1C1CCCCC1 (configuration not stated) | 0.9 | 0.7 | -8 | 6 | 104 | 103 | -6 | 6 | 22
CCCC(=O)Nc1ccc(C)c(O)c1 | 0.2 | -1.3 | -4 | -2 | 99 | 95 | -13 | 7 | 0
Cc1ccc(C(=O)OCC(=O)Nc2cc(S(C)(=O)=O)ccc2Cl)cc1S(=O)(=O)N1CCCCC1 | 9.7 | 8.6 | 0 | 4 | 95 | 95 | 5 | 0 | x
O=C(COC(=O)CNC(=O)c1ccccc1)Nc1ccc(F)c([N+](=O)[O-])c1 | -0.3 | 0.8 | -3 | -2 | 101 | 92 | -13 | 11 | 10
COc1ccc(-c2[nH]ncc2CN(CCO)Cc2cccs2)c(F)c1 | 0.7 | 0.5 | -6 | -3 | 78 | 100 | -8 | -3 | 48
N#C/C(=C\c1cccs1)C(=O)NCc1ccco1 | 0.5 | 0.8 | -5 | 0 | 96 | 98 | -3 | x | 4
COc1ccc(C(CC(=O)O)NC(C)=O)cc1OC (configuration not stated) | 0.8 | 1.1 | 0 | 14 | 118 | 109 | 4 | 14 | 2
Cc1nnc2n1N=C(c1ccccc1)CS2 | -1.0 | -0.3 | -10 | 8 | 109 | 105 | -8 | 19 | 33
COCCOC(=O)/C(C#N)=C/c1cn(Cc2ccccc2)nc1-c1cccnc1 | 0.0 | -0.3 | -3 | -2 | 98 | 99 | -11 | -1 | -1
COc1ccc(CN(C)C(=O)c2ccccc2Sc2ccccc2C#N)cc1OC | 4.0 | 6.7 | -1 | 7 | 106 | 104 | -3 | 18 | 9
CCCc1cc(=O)oc2cc(C)cc(OC(C)C(=O)NCc3cccnc3)c12 (configuration not stated) | -0.9 | 0.2 | 1 | 4 | 99 | 101 | -7 | 2 | -22
COc1ccc(-c2nc3cc(C)ccn3c2NC(=O)c2ccccc2OC)cc1 | -1.1 | 5.6 | -5 | 8 | 107 | 107 | -14 | 18 | 3
C#CCN1CC(C)/C(=N/O)CC1C (configuration not stated) | -0.1 | 0.0 | 5 | -3 | 97 | 98 | -3 | 17 | 3
COc1ccc(-c2csc(NC(=O)C3CCN(C(=O)c4ccc(F)cc4)CC3)n2)cc1OC | 2.3 | 12 | -3 | 9 | 107 | 111 | -12 | -5 | x

6 compounds drawn at random from the list so far:
SMILES | OXTR agonist | V1aR counter | GalR3 antag | MEKK2mut PB1 HTS | MEKK3 PB1 HTS | MEKK2 WT-MEK5 | GPR7 antag | NALP1 yeast inh | PHOSPHO1 inh
COc1ccc(C(CC(=O)O)NC(C)=O)cc1OC (configuration not stated) | 0.8 | 1.1 | 0 | 14 | 118 | 109 | 4 | 14 | 2
COCCOC(=O)/C(C#N)=C/c1cn(Cc2ccccc2)nc1-c1cccnc1 | 0.0 | -0.3 | -3 | -2 | 98 | 99 | -11 | -1 | -1
COc1ccc(-c2csc(NC(=O)C3CCN(C(=O)c4ccc(F)cc4)CC3)n2)cc1OC | 2.3 | 12 | -3 | 9 | 107 | 111 | -12 | -5 | x
O=C(COC(=O)CNC(=O)c1ccccc1)Nc1ccc(F)c([N+](=O)[O-])c1 | -0.3 | 0.8 | -3 | -2 | 101 | 92 | -13 | 11 | 10
Cc1nnc2n1N=C(c1ccccc1)CS2 | -1.0 | -0.3 | -10 | 8 | 109 | 105 | -8 | 19 | 33
COc1ccc(-c2[nH]ncc2CN(CCO)Cc2cccs2)c(F)c1 | 0.7 | 0.5 | -6 | -3 | 78 | 100 | -8 | -3 | 48

The listing continues:
SMILES | OXTR agonist | V1aR counter | GalR3 antag | MEKK2mut PB1 HTS | MEKK3 PB1 HTS | MEKK2 WT-MEK5 | GPR7 antag | NALP1 yeast inh | PHOSPHO1 inh
Cc1nnc(NC(=O)CSc2nc3c(c(=O)n2CCc2ccccc2)SC(C)C3)s1 (configuration not stated) | 0.9 | 1.5 | x | 10 | 109 | 109 | 0 | x | 10
O=C(NCc1ccc(F)cc1)c1nc(-c2cccs2)no1 | -1.1 | 2.9 | -2 | -3 | 101 | 100 | -7 | 1 | -11
COc1ccccc1OCC(=O)NCCSCc1ccc(Cl)cc1 | -2.0 | -0.7 | -4 | 0 | 132* | 108 | 4 | 64* | -4
CCOC(=O)N1CCC(N2Cc3cccc(C(=O)Nc4ccc(N(CC)CC)cc4C)c3C2=O)CC1 | -1.8 | -0.2 | -9 | 0 | 98 | 95 | -11 | 5 | 8
O=c1[nH][nH]c(C(F)(F)F)c1/C=N/N1CCOCC1 | 0.0 | 0.0 | -4 | -2 | 98 | 99 | -7 | 3 | 20
Cc1c(N2C(=O)/C(=C/c3cccc4ccccc34)SC2=S)c(=O)n(-c2ccccc2)n1C | 0.1 | 2.1 | -6 | -7 | 94 | 85 | 9 | x | x
COC(=O)c1c(NC(NC(=O)C(C)(C)C)C(Cl)(Cl)Cl)sc2c1CCC2 (configuration not stated) | -2.1 | -0.4 | -2 | 10 | 106 | 106 | -17 | -2 | 39
Cc1ccc(NC(=O)c2cc(N3C(=O)CCC3=O)ccc2N2CCOCC2)cc1 | 1.0 | 0.4 | -6 | -13 | 85 | 77 | 15 | -1 | 48
Cc1nn(C(=O)Cn2ccc([N+](=O)[O-])n2)c(C)c1Cl | 0.3 | -0.1 | -7 | 2 | 97 | 100 | -5 | 11 | 20
CNc1cc([N+](=O)[O-])ccc1OCc1ccccc1 | -2.3 | -1.4 | -9 | 7 | 104 | 108 | -10 | 3 | 53
COc1ccc(C(=O)NNC(=O)CSc2nnc(C3CC3)n2C)cc1 | 2.0 | 0.5 | -4 | 3 | 103 | 103 | -7 | 4 | 32
Cn1c(=O)cc(OCCCC(=O)Nc2ccccn2)c2ccccc21 | 0.0 | 0.9 | -5 | 0 | 100 | 100 | -3 | -2 | 38
COc1cccc(NC(=O)COC(=O)Cc2ccc(Cl)cc2)c1 | -0.2 | 0.0 | -5 | -3 | 95 | 92 | 11 | 30* | 32
CCO[C@@H]1OC(C(=O)N2CCN(Cc3ccccc3)CC2)=C[C@H](c2coc3ccccc3c2=O)[C@H]1CCCO | -1.2 | 0.8 | 0 | 7 | 107 | 88 | 25 | 0 | 28
